KRASV12 cytotoxicity – viability loss of HPDE-C7K cells – cell-based, fluorescence, HTS, primary screen (AID 431); HPDE-C7K KRASV12 cells, Alamar Blue viability, 48 h; higher % means a stronger effect; cytotoxicity, % at 10 µM, or EC50 in µM where a hit was titrated; actives 1.7% (n = 63,000);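 active means compounds whose percent cytotoxicity in the single-dose primary screen, scaled between solvent and toxic-drug controls, exceeds 50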;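 further: 0% = DMSO solvent wells and 100% = doxorubicin-treated wells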
Alkaline phosphatase – human TNAP enzyme inhibitors, biochemical, luminescent (AID 518). purified TNAP enzyme, luminescent substrate readout; higher % means a stronger effect. inhibition, % at 20 µM, or IC50 in µM where a hit was titrated. actives 0.09% (n = 64,000); in the data active means a potency from the dose series; inactive means the rest, 99 in 100 with inhibition below about 22%;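 further: plate controls were vehicle for no effect and reference inhibitor for full effect; many of its hits are not listed in these tables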
Bfl-1 inhibitors – displacement of Bid BH3 peptide from Bfl-1 – biochemical, fluorescence polarization, FITC-Bid, mouse, primary screen (AID 432) | FITC-Bid BH3 peptide fluorescence polarization displacement; higher % means a stronger effect | displacement, % at 20 µM; hits with a dose series show IC50 in µM | actives 0.02% (n = 64,000); in the data active means a potency from the dose series; inactive means the rest, 99 in 100 with displacement below about 15%; further: strong numbers were not always called active
HT1080 viability – cytotoxicity in HT1080 fibrosarcoma cells, cell-based, fluorescence readout (AID 620); HT1080 viability, fluorescence; higher % means a stronger effect; cytotoxicity, % at 10 µM; hits with a dose series show EC50 in µM; actives 0.42% (n = 87,000);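 further: cells exposed to compound overnight then 4 h with Alamar Blue; 0% = vehicle DMSO and 100% = killing control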
HPDE-C7 viability – HPDE-C7 pancreatic duct cell viability loss – fluorescence, HTS (AID 430); cytotoxicity, % at 10 µM; hits with a dose series show EC50 in µM; HPDE-C7 pancreatic duct cells viability, fluorescence; higher % means a stronger effect; actives 1.8% (n = 63,000);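 further: cells exposed to compound for 48 hours before viability readout; 0% = vehicle and 100% = reference cytotoxic drug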
Spn PMK inh – S. pneumoniae PMK inhibition. inhibition, % at 10 µM. AID 539. actives 0.49% (n = 65,000). purified PMK, PK/LDH-coupled NADH absorbance 340 nm;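 active means top-ranked compounds by inhibition in the single 10 µM screen, taking a fixed number of the strongest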;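 further: 0% = full reaction with DMSO carrier and 100% = background rate without enzyme reaction; no value below 0 was filed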
DPM-DC inhibit – blocks S. pneumoniae diphosphomevalonate decarboxylase | purified DPM-DC, PK/LDH coupled NADH fluorescence | calls only at 10 µM | actives 0.49% (n = 65,000) | AID 556;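 active means the 320 compounds with the highest percent inhibition in the single-dose primary screen, excluding strongly autofluorescent ones, cut at about 32% in these data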;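 further: kinetic rate of NADH fluorescence loss reporting ADP formed by the decarboxylase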
Spn MK inh – S. pneumoniae mevalonate kinase inhibition | AID 555 | purified MK, PK/LDH-coupled NADH absorbance 340 nm | actives 0.48% (n = 65,000) | inhibition, % at 10 µM;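 active means ranked among the strongest by inhibition in the single 10 µM screen, a fixed top-ranked set picked for dose follow-up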; further: no value below 0 was filed
LYP phosphatase – inhibition of human PTPN22 tyrosine phosphatase – biochemical, DiFMUP fluorescence, recombinant catalytic domain, 10 µM, primary screen (AID 606) | recombinant LYP catalytic domain, DiFMUP fluorescence; higher % means a stronger effect | inhibition, % at 10 µM; hits with a dose series show IC50 in µM | 52,000 tested, under 10 active;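 active means IC50 under 40 µM in the dose-response test; inactive means IC50 of 40 µM or more, or never dose-tested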
Spn PMK inh pilot replicates – recorded beside Spn PMK inh, whose call it bears; inhibition, %; measured here: pilot screen replicates
Spn MK inh pilot replicates – second read-out of Spn MK inh, no call of its own (marks repeat the call); inhibition, %; measured here: pilot screen replicates
DPM-DC inhibit pilot screen % – second read-out of DPM-DC inhibit, no call of its own (marks repeat the call); inhibition, %; measured here: pilot screen trials
* marks the source's active call; other numbers are inactive results; i = inactive; x = not tested or not shown. Unless noted, no stated cut-off is given here; in the data, active means cytotoxicity above about 50%; inactive means the rest.

SMILES | KRASV12 cytotoxicity | Alkaline phosphatase | Bfl-1 inhibitors | HT1080 viability | HPDE-C7 viability | Spn PMK inh | DPM-DC inhibit | Spn MK inh | LYP phosphatase | others
CS(=O)(=O)N1CCCC(C(=O)NCc2cccs2)C1 (centres undefined) | -3.9% | 8.1% | 6.2% | 3.8% | -7.6% | 25.0* | i | 0.0 | 2.1%
CCOC(=O)c1cc2c(=O)n3ccccc3nc2n(Cc2ccc(Cl)cc2)c1=N | 21.0% | 12.9% | -0.1% | 3.3% | 27.2% | 6.0 | i | 1.0 | 8.8%
COc1ccc(Nc2nnc(Cc3ccccc3)c(=O)[nH]2)c(OC)c1 | -6.4% | 4.5% | 1.0% | 9.0% | -7.7% | 6.0 | i | 9.0 | x
COc1cc(CO)cc(-c2cc(CO)cc(OC)c2OC)c1OC | 9.8% | 19.1% | -2.1% | -9.4% | 4.0% | 13.0 | i | 0.0 | 11.4% | Spn PMK inh pilot replicates=6.0;Spn MK inh pilot replicates=1.0;DPM-DC inhibit pilot screen %=1.5
COc1ccc2[nH]c3c(N4CCN(Cc5ccc6c(c5)OCO6)CC4)ncnc3c2c1 | 53.7%* | -5.8% | -2.3% | -1.3% | 50.6%* | 0.0 | x | 9.0 | x
CC(C)OC(=O)CSc1nnc(-c2ccncc2)n1N | 2.4% | 16.8% | -9.2% | -5.2% | -14.6% | 0.0 | i | 8.0 | 11.7%
CSc1nc2cc(S(=O)(=O)N3CCOCC3)ccc2s1 | -1.6% | 14.1% | -6.5% | 9.4% | -3.3% | 0.0 | i | 4.0 | 16.5%
CCC(=O)Nc1c(C)nn(C(=O)CC)c1C | -10.3% | 8.0% | -11.9% | -11.6% | 1.2% | 14.0 | i | 0.0 | x
CCOC(=O)C1=C(C)NC(C)=C(C(=O)OCC)C1 | -5.9% | 14.0% | -7.2% | 4.4% | -6.4% | 7.0 | i | 4.0 | 0.9%
O=C(CSc1nc2c(c(C(F)(F)F)n1)CCc1ccccc1-2)NCc1ccco1 | 0.9% | 11.3% | 6.9% | 21.2% | -1.3% | 6.0 | i | 11.0 | x
COc1ccc(S(=O)(=O)N(CCCN2CCCC2=O)Cc2cc3cc(C)c(C)cc3[nH]c2=O)cc1 | 10.1% | 16.5% | -1.6% | 17.2% | 13.2% | 14.0 | i | 8.0 | 16.1%
O=C(NCc1ccco1)c1nn(-c2ccccc2)c(=O)c2ccccc12 | -6.8% | 6.7% | -5.0% | -5.3% | 3.9% | 15.0 | i | 0.0 | 12.2%
Cc1cc(C)n(-c2nc3ccccc3nc2N2CCN(C(=O)c3ccc(F)cc3)CC2)n1 | -7.3% | 8.4% | -6.9% | 5.8% | -3.4% | 8.0 | i | 8.0 | 7.3%
CCOc1ccc2ccccc2c1/C=N/n1cncn1 | -2.9% | 11.6% | -0.9% | 31.6% | -7.7% | 15.0 | i | 1.0 | 2.6% | Spn PMK inh pilot replicates=0.5;Spn MK inh pilot replicates=3.0;DPM-DC inhibit pilot screen %=4.5
Cc1csc(NC(=O)c2nc3nc(C)cc(C)n3n2)n1 | -16.1% | -3.7% | -9.6% | 1.4% | -17.8% | 10.0 | i | 0.0 | 6.7%
CC(C)Oc1ccc(CNC2CCOC(C)(C)C2)cc1 (centres undefined) | 21.2% | 10.4% | 0.5% | 2.6% | 12.7% | 9.0 | i | 7.0 | 7.4%
NC(=O)CSc1nnc(COc2ccccc2)n1C1CCCCC1 | -11.6% | 12.1% | -3.4% | 3.9% | -4.6% | 8.0 | i | 29.0 | x
O=C(NCc1cccnc1)C1CCCCN1S(=O)(=O)c1ccc(F)cc1 (centres undefined) | -0.7% | -3.5% | -6.3% | 7.4% | 1.3% | 11.0 | i | 13.0 | 9.5%
Cc1cccc(NC(=O)C23CCC(C)(/C(=N/O)C2)C3(C)C)c1 (centres undefined) | 4.9% | -0.4% | 1.8% | 12.9% | -0.5% | 13.0 | i | 4.0 | -1.7%
Cn1c(=O)oc2cc(S(=O)(=O)NC3CCCCCCC3)ccc21 | -5.0% | 9.5% | -1.3% | -4.9% | -8.0% | 20.0 | i | 9.0 | 12.4%
Cc1nnc2n(Cc3ccccc3)c(=O)c3c4c(sc3n12)COC(C(C)C)C4 (centres undefined) | 2.0% | 8.5% | -1.7% | 5.5% | -3.4% | 5.0 | i | 4.0 | 10.3% | Spn PMK inh pilot replicates=5.5;Spn MK inh pilot replicates=0.0;DPM-DC inhibit pilot screen %=0.5
Cc1ccc(C)c(-n2c(CNC(=O)c3ccco3)nnc2SCC(=O)Nc2nnc(C)s2)c1 | 14.7% | 16.3% | 1.7% | x | 8.8% | 0.0 | i | 4.0 | x | Spn PMK inh pilot replicates=2.0;Spn MK inh pilot replicates=3.0;DPM-DC inhibit pilot screen %=1.5
Cc1ccc(NC(=O)C2CCCN(S(=O)(=O)c3cnc[nH]3)C2)c(Br)c1 (centres undefined) | -6.4% | 22.6% | -1.8% | -2.9% | -7.3% | 0.0 | i | 0.0 | -3.8% | Spn PMK inh pilot replicates=3.0;Spn MK inh pilot replicates=2.5;DPM-DC inhibit pilot screen %=0.0
Cc1nc2oc(C(=O)c3ccc(Br)cc3)c(N)c2c2c1COC(C)(C)C2 | 35.5% | 6.0% | -11.5% | -16.4% | 31.6% | 8.0 | i | 0.0 | 5.0%
Cc1cc(SCC(N)=O)nc(SCC(=O)c2ccccc2)n1 | 2.2% | 11.0% | 3.9% | -4.1% | -10.3% | 5.0 | i | 0.0 | -0.9% | Spn PMK inh pilot replicates=3.0;Spn MK inh pilot replicates=3.0;DPM-DC inhibit pilot screen %=1.0

Carrying on:
SMILES | KRASV12 cytotoxicity | Alkaline phosphatase | Bfl-1 inhibitors | HT1080 viability | HPDE-C7 viability | Spn PMK inh | DPM-DC inhibit | Spn MK inh | LYP phosphatase | others
Cn1c(SCC(N)=O)nnc1C1CCN(C(=O)NCc2ccccc2)CC1 | 5.0% | 19.1% | -10.3% | -0.5% | 9.1% | 12.0 | i | 0.0 | 11.9% | Spn PMK inh pilot replicates=8.5;Spn MK inh pilot replicates=0.0;DPM-DC inhibit pilot screen %=0.5
CCOc1ccccc1-n1c(COc2ccccc2)nnc1SCC(N)=O | 8.5% | 8.3% | -1.3% | 7.1% | -8.4% | 18.0 | i | 8.0 | x
CN(C)S(=O)(=O)c1ccc(S(=O)(=O)N(CC(=O)Nc2ccccc2)CC2CCCO2)cc1 (centres undefined) | -15.4% | 20.5% | 2.1% | -10.0% | -15.6% | 13.0 | i | 15.0 | -2.3%
CC1(C)Cc2ccccc2-c2nnc(-c3cccc(O)c3)n21 | 8.4% | 2.1% | -7.7% | 11.5% | 3.9% | 0.0 | i | 3.0 | -4.6%
Cn1c(=O)n(CC(=O)OCc2ccccc2)c(=O)c2c1nc1n2CCCN1C1CCCCC1 | 0.1% | 5.1% | -8.2% | -3.9% | -2.9% | 4.0 | i | 4.0 | 5.2% | Spn PMK inh pilot replicates=2.0;Spn MK inh pilot replicates=0.0;DPM-DC inhibit pilot screen %=0.0
CCCCn1c(CN2CCN(c3cccc(Cl)c3)CC2)nc2c1c(=O)[nH]c(=O)n2C | x | x | x | 38.5% | x | 10.0 | i | 8.0 | 17.9%
Cc1ccccc1NC(=O)CC1SCCNC1=O (centres undefined) | -3.9% | 7.1% | -3.8% | -1.9% | 1.1% | 2.0 | i | 4.0 | 5.3%
CC(C)c1nc(N2CCOCC2)c(C#N)c2c1CCC2 | -11.1% | 0.9% | 4.3% | -11.8% | -10.6% | 3.0 | i | 8.0 | -2.0%
CC1(C)CC(=O)c2cnn(-c3nc4ccccc4[nH]3)c2C1 | -19.0% | 0.3% | 4.8% | -6.4% | -0.3% | 0.0 | i | 3.0 | -7.7%
OC(COCc1ccccc1)CN1CCCC1 (centres undefined) | 13.6% | 5.0% | -3.1% | 0.4% | 15.5% | 5.0 | i | 1.0 | 14.0%
COc1ccc(F)cc1S(=O)(=O)Nc1ccc(C)cc1 | 22.2% | 4.5% | -3.4% | 11.6% | 25.1% | 0.0 | i | 14.0 | 0.9%
CCOC(=O)Nc1cccc(NC(=O)c2cc(OC)cc(OC)c2)c1 | 1.9% | 7.3% | 6.8% | 1.1% | -0.5% | 3.0 | i | 15.0 | 9.1%
COc1ccc(-n2nnnc2SCC(=O)Nc2nnc(C)s2)cc1OC | -27.7% | 6.8% | 1.2% | -7.0% | -20.0% | 15.0 | i | 7.0 | 4.3%
CCOc1ccccc1Oc1c(C)oc2cc(OC(=O)N3CCOCC3)ccc2c1=O | -5.3% | 12.1% | 4.2% | -10.2% | -13.5% | 7.0 | i | 4.0 | 10.2%
CCCCCCn1c(C(C)O)nc2ccccc21 (centres undefined) | -2.3% | 5.6% | -1.3% | 8.8% | 7.6% | 7.0 | i | 9.0 | -11.2%
O=C(CN1CCc2ccccc21)Nc1ccc2c(c1)OCO2 | 2.6% | 9.5% | 1.0% | -2.5% | 0.5% | 19.0 | i | 0.0 | x
O=S(=O)(NCCNS(=O)(=O)c1cccs1)c1cccs1 | -2.4% | 10.6% | 0.1% | 14.9% | -3.0% | 14.0 | i | 2.0 | 14.5%
COc1ccc(CCn2c(=N)c(C(=O)N3CCN(C)CC3)cc3c(=O)n4ccccc4nc32)cc1 | -34.0% | 14.3% | -2.4% | 1.6% | -36.3% | 11.0 | i | 15.0 | 6.5%
COC(=O)c1[nH]c2ccc(C)cc2c1NS(=O)(=O)c1ccc(F)cc1 | 27.1% | 9.3% | -7.2% | 9.9% | 27.1% | 8.0 | i | 8.0 | -3.6%
O=C(Nc1ccc(Cl)cc1)NC1(C(=O)NCCCN2CCOCC2)CCCCC1 | -3.1% | 5.8% | -5.6% | -6.8% | -5.7% | 21.0 | i | 11.0 | 8.0%
CCOC(=O)C1=C(C)Nc2nc(C)nn2C1c1ccc(OCC)c(OC)c1 (centres undefined) | 5.2% | 2.1% | -7.9% | 0.9% | -3.6% | 11.0 | i | 2.0 | 9.5%
O=C(c1ccc2snnc2c1)N1CCSCC1 | 4.3% | 6.4% | 3.9% | -2.6% | 1.8% | 0.0 | i | 0.0 | 12.1%
COC(=O)C1(S(=O)(=O)C2(C(=O)OC)CCCC2)CCCC1 | 2.0% | 4.8% | -0.8% | 3.9% | -12.3% | 0.0 | i | 6.0 | x
Cc1cc(NC(=O)CN2CCC(n3nnc4cc(C(F)(F)F)ccc43)CC2)no1 | -13.8% | -4.0% | 0.7% | 9.2% | -7.4% | 13.0 | i | 5.0 | -3.2%
